PL biosyn Enam = animal cell phospholipid biosynthesis inhibition, Enamine screen | AID 1347385 | calls only at 10 µM | 0.4% of 20,000 active | ZR-82 CHO cells, pyrene fatty acid UV survival, CellTiter Blue; peroxisome-deficient CHO-K1 mutant line; plus DGAT-1, DGAT-2 and ACAT inhibitors;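 active means cell survival signal 2 SD away from solvent-only control wells, confirmed on one or two retests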;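 further: 3 h compound exposure then viability read about one day after UV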
Calls only; i = inactive. A portion of the library; count on the stated rates, not on these rows.

SMILES	PL biosyn Enam
Cc1cnc(NC(=O)CN2C(=O)NC(C)(C)C2=O)s1	i
c1ccc(-n2cnnc2)cc1	i
CN(C)S(=O)(=O)c1ccc(=O)n(CC(=O)N(C2CC2)C2CCS(=O)(=O)C2)c1 (stereo not drawn)	i
CC(C)(C)c1cc(N2Cc3ccccc3C2=N)cc(C(C)(C)C)c1	i
Cc1noc(C)c1COc1ncnc2sc3c(c12)CCCC3	i
COc1ccc2nc(/C=C/c3ccc(OC(F)F)c(OC)c3)cc(Cl)c2c1	i
Cc1nc(Sc2nnnn2C2CC2)c2c(C)c(C)sc2n1	i
O=S1(=O)CCC(N2COc3c(cc(Cl)c4cccnc34)C2)C1 (stereo not drawn)	i
O=C1C2CC=CCC2C(=O)N1CN1CCCC1c1nc2ccccc2s1 (stereo not drawn)	i
CCOC(=O)C1=C(C)NC(C)=C(C(=O)OCC)C1C(=O)OCC(=O)N(C)C	i
CN1CCN(S(=O)(=O)c2ccc3ccccc3c2)CC1	i
NC(=O)C12CCC(CC1)C2	i
O=c1nc2n(c3c(Cl)cc(Cl)cc13)Cc1ccccc1-2	i
Oc1ccc(N=Nc2ncn[nH]2)cc1	i
Oc1c(C(c2ccc(Cl)cc2)N2CCCC2)ccc2cccnc12 (stereo not drawn)	i
Brc1ccc(-c2ccc(/C=N/NC3=NCCCCC3)o2)cc1	i
Cc1ccc2nc(COC(=O)CCC(=O)c3cccs3)cc(=O)n2c1	i
O=C(Nc1nccs1)C1CC2CCCC(C1)C2=O (stereo not drawn)	i
CC(=O)c1sc(NC(=O)C2CCCC2)nc1C	i
O=C1c2ccccc2C(=O)c2cc(S(=O)(=O)O)c(O)cc21	i
O=C(CN1C(=O)NC2(CCCc3sccc32)C1=O)c1ccc(Cl)s1 (stereo not drawn)	i
CCOC(=O)c1c(NC(=O)COC(=O)C2(C)CC2(Cl)Cl)sc(C(=O)NC)c1C (stereo not drawn)	i
Cc1ccc(C2(C(F)(F)F)N=C3Sc4cc(C)cc(C)c4N3C(=O)N2)cc1 (stereo not drawn)	i
O=C1CSC(=S)N1c1cccnc1	i
O=C(CSc1nccc(=O)[nH]1)N1N=C2/C(=C/c3ccco3)CCCC2C1c1ccco1 (stereo not drawn)	i
Clc1ccc(N/N=C/c2ccccn2)cc1Cl	i
O=C(CNC(=O)C1CCCCC1)NC1CCCCC1	i
C/C(=C\C(=O)OCC(=O)NC1CC1)C(=O)OCC(=O)NC1CC1	i
CN(C)S(=O)(=O)c1ccc(S(=O)(=O)Nc2ccc(F)cc2)cc1	i
Cc1ccc(S(=O)O)cc1	i
CCOC(=O)/C=C/C(=O)OCC1=C(C(=O)OCC)C(C)NC(=O)N1 (stereo not drawn)	i
c1ccc(-c2nc3ccccc3nc2N2CCCC2)cc1	i
CCOC(=O)c1sc(NC(=O)COC(=O)C2CCC2)c(C(=O)OCC)c1C	i
FC(F)Oc1ccc(-c2nnc3n2N=C(C24CC5CC(CC(C5)C2)C4)CS3)cc1	i
CCOC(=O)c1sc2nc(CSCC(=O)OCc3c(C)noc3C)[nH]c(=O)c2c1C	i
CN(Cc1ccccc1)Cn1ncn(C)c1=S	i
Ic1ccc2c(c1)Cc1ccccc1-2	i
c1ccc(-c2nnc(-c3ccc4c(c3)OCO4)nc2-c2ccccc2)cc1	i
COCC(C)NC(=O)c1cc2c(=O)n3ccccc3nc2n1C (stereo not drawn)	i
Cn1c(C(O)C(F)(F)F)nc2ccccc21 (stereo not drawn)	i
Cc1nc(SC(C)C(=O)NC(=O)NC2CCCCC2)n(CC(C)C)c1C (stereo not drawn)	i
O=S(=O)(Nc1ccc(NS(=O)(=O)c2ccc(F)cc2)cc1)c1ccc(F)cc1	i
Oc1c(-c2ccc3ccccc3n2)sc2ccccc12	i
FC(F)(F)c1cccc(Oc2nnc(-c3cccc(C(F)(F)F)c3)c3ccccc23)c1	i
O=[N+]([O-])c1cc(S(=O)(=O)C(F)(F)F)ccc1N1CCCC1	i

8 entries picked at random from the list so far:
SMILES	PL biosyn Enam
c1ccc(-c2nnc(-c3ccc4c(c3)OCO4)nc2-c2ccccc2)cc1	i
CCOC(=O)c1sc(NC(=O)COC(=O)C2CCC2)c(C(=O)OCC)c1C	i
CCOC(=O)c1sc2nc(CSCC(=O)OCc3c(C)noc3C)[nH]c(=O)c2c1C	i
FC(F)(F)c1cccc(Oc2nnc(-c3cccc(C(F)(F)F)c3)c3ccccc23)c1	i
COCC(C)NC(=O)c1cc2c(=O)n3ccccc3nc2n1C (stereo not drawn)	i
c1ccc(-c2nc3ccccc3nc2N2CCCC2)cc1	i
Cn1c(C(O)C(F)(F)F)nc2ccccc21 (stereo not drawn)	i
FC(F)Oc1ccc(-c2nnc3n2N=C(C24CC5CC(CC(C5)C2)C4)CS3)cc1	i

Continuation:
SMILES	PL biosyn Enam
COc1ccc(OC(F)F)c([N+](=O)[O-])c1	i
Cc1cc(NC(=O)Cn2nc(C)c(S(=O)(=O)NC(C)(C)C)c2C)no1	i
Cc1cc(C(=O)Cn2nnc(-c3cccs3)n2)c(C)n1Cc1cccs1	i
O=C(Cn1cc(Br)ccc1=O)NCc1ccco1	i
CC(C)N(C(=O)Cn1cnc2sc3c(c2c1=O)CCC3)C(C)C	i
CSc1nnc(-c2cc(-c3ccccc3)nc3ccccc23)o1	i
c1csc(-c2noc(CSc3nnc4ccccn34)n2)c1	i
CCOC(=O)C1=C(COC(=O)CCC(=O)c2cc(C)sc2C)NC(=O)NC1C (stereo not drawn)	i
O=[N+]([O-])c1cc(-c2cnc[nH]2)ccc1F	i
COc1ccccc1-n1[nH]nnc1=S	i
O=C(OCc1nnc(-c2ccco2)o1)C1=COCCO1	i
COCCn1c(O)c(C=NCC2CC2(Cl)Cl)c(=O)[nH]c1=S (stereo not drawn)	i
CCNC(=O)CN(CC)Cc1nc2sc(C(C)=O)c(C)c2c(=O)[nH]1	i
Cc1[nH]nc(-c2ccc(O)cc2O)c1Oc1ccc(C(C)C)cc1	i
Cc1sc2nc[nH]c(=S)c2c1C	i

Laid out differently: entries from further up
Structure: O=S1(=O)CCC(N2COc3c(cc(Cl)c4cccnc34)C2)C1 (stereo not drawn)
  PL biosyn Enam: i

Structure: O=c1nc2n(c3c(Cl)cc(Cl)cc13)Cc1ccccc1-2
  PL biosyn Enam: i

Structure: CN(Cc1ccccc1)Cn1ncn(C)c1=S
  PL biosyn Enam: i

Structure: CN(C)S(=O)(=O)c1ccc(S(=O)(=O)Nc2ccc(F)cc2)cc1
  PL biosyn Enam: i

New compounds follow
SMILES	PL biosyn Enam
CCOC(=O)c1sc2nc(C)nc(SCC(=O)OC)c2c1C	i
O=C(CSc1nnc(-c2cccs2)n1C1CC1)NCC1CCCO1 (stereo not drawn)	i
CC1CCc2c(C(=O)O)csc2C1 (stereo not drawn)	i
COc1ccc(C2=C(c3ccc(OC)cc3)C(c3ccc(Cl)cc3)n3nc(C(F)(F)F)nc3N2)cc1 (stereo not drawn)	i
CCOC(=O)/C=C1\SCC(=O)N1CC(=O)OCC	i
FC(F)(F)c1ccc(Cl)c(NC2=NCCC2)c1	i
Brc1ccc(Oc2ncnc3c2oc2ccccc23)cc1	i
NS(=NS(=O)(=O)c1ccccc1)c1ccc([N+](=O)[O-])cc1 (stereo not drawn)	i
CC(C)=NNC(=O)CC(=O)NN=C(C)C	i
CN(Cc1ccc2c(c1)OCO2)c1nc(-c2cccnc2)nc2ccccc12	i
Cn1nc(C(=O)Nc2ccnn2Cc2cc(Br)cs2)ccc1=O	i
O=C1C2(CCC13COC(c1ccc([N+](=O)[O-])o1)OC3)COC(c1ccc([N+](=O)[O-])o1)OC2 (stereo not drawn)	i
O=[N+]([O-])c1ccc(N/N=C/c2ccc[nH]2)c([N+](=O)[O-])c1	i
CCOC(=O)C1=C(CSCC(=O)O)NC(=O)NC1C (stereo not drawn)	i
C=C(C)CNC(=S)NN=C1c2ccccc2-c2ccccc21	i
C(=C1/CCCC2=C1Nc1ncnn1C2c1ccccc1)/c1ccccc1 (stereo not drawn)	i
CS(=O)(=O)c1ccc([N+](=O)[O-])cc1	i
Fc1ccc(-c2n[nH]c(=S)n2CC2CCCO2)cc1 (stereo not drawn)	i
CCC(C)N=C1SCC(C23CC4CC(CC(C4)C2)C3)=NN1C (stereo not drawn)	i
COc1cc(/C=N/OCc2ccc(-c3ccc(Br)cc3)o2)ccc1OC(F)F	i
NC(=O)C(=O)N/N=C/c1c(F)c(F)c(F)c(F)c1F	i
Cc1nc(-c2ccc(O)cc2)no1	i
Nc1ccc(S(=O)(=O)N2CCOCC2)cc1	i
c1ccc(Cc2nc3ccccc3[nH]2)nc1	i
CCCN(C(=O)Cn1c(=O)c2c(ncn2C)n(C)c1=O)C1CCS(=O)(=O)C1 (stereo not drawn)	i
CCOc1ccc(Oc2ccc(S(=O)(=O)N(CC3CCCO3)C3CCS(=O)(=O)C3)cc2)cc1 (stereo not drawn)	i
CCCN(CC1CC1)C(=O)CSc1nnc(NC2CC2)s1	i
Fc1ccc(C2=Nn3c(Cc4ccccc4)nnc3SC2)cc1	i
O=c1oc(-c2ccc(F)cc2)nc2sc3c(c12)CCC3	i
O=S(=O)(c1ccccc1F)N1CCCc2ccccc21	i
COC(=O)NC[P+](c1ccccc1)(c1ccccc1)c1ccccc1	i
O=S(=O)(c1ccccc1)c1nc(-c2ccccc2)oc1NCC1CCCO1 (stereo not drawn)	i
CCOc1ccc(C2=C(C)SC3=NS(=O)(=O)CCN32)cc1	i
CCCN(C(=O)CN1C(=O)NC2(CCCCCC2)C1=O)C1CCS(=O)(=O)C1 (stereo not drawn)	i
COc1cc(NC(=S)Nc2ccc(F)cc2)cc(OC)c1OC	i
S=c1[nH]c(-c2ccccc2)cn1/N=C/c1ccc2c(c1)OCCO2	i
Cn1c(N)c(C(=O)COC(=O)CC2CCCC2)c(=O)n(C)c1=O	i
Nc1ccc2c(c1)nc1n2CCCCC1	i
CN(C)c1ccc(/C=N/OCc2nnc(-c3ccc(F)cc3)o2)cc1	i
Oc1ccc(Cl)cc1C=Nc1n[nH]c2ccccc12	i
FC(F)(F)c1ccnn1-c1nc(-c2ccc(Br)cc2)cs1	i
CC(C)(C)Nc1nnc(Sc2ncnc3sccc23)s1	i
Cc1sc2nc(CSc3ccc(Br)cc3)nc(-n3ccnc3)c2c1C	i
O=C(O)Cn1c(-c2cccs2)n[nH]c1=S	i
Cc1cccn2c(=O)c(C=NCCO)c(NCc3ccco3)nc12	i
Cc1ncc(C[n+]2ccccc2C)c(N)n1	i
c1ccc(-c2nnc(CSc3nnc(-c4ccc5c(c4)OCO5)o3)o2)cc1	i
O=[N+]([O-])c1cccnc1Oc1ccc(-n2ccnc2)cc1	i
CC(C)(C)c1ccc(S(=O)(=O)NC2CCS(=O)(=O)C2)cc1 (stereo not drawn)	i
Nc1nc(SCC(=O)c2ccc(Cl)cc2Cl)nc(C2CCC2)n1	i
O=c1[nH]c(=S)[nH]c2sc3c(c12)CCC3	i
O=[N+]([O-])c1cccc(C2Oc3ccccc3C3CC(c4ccccc4)=NN32)c1 (stereo not drawn)	i
CCSc1nc2sc3c(c2c(=O)n1CC)CCC(C)C3 (stereo not drawn)	i
CC1SCCN1S(=O)(=O)c1ccc(Br)cc1 (stereo not drawn)	i
C(=N\Nc1ccccc1)/c1cn(-c2ccccc2)nc1-c1cc2ccccc2o1	i
Cn1c[n+](/N=C/c2cccc([N+](=O)[O-])c2)cn1	i
O=C(CCCCCCCCC(=O)Nc1nc(-c2cccs2)c(C(=O)C(F)(F)F)s1)Nc1nc(-c2cccs2)c(C(=O)C(F)(F)F)s1	i
O=c1c2c3n(c(SCc4cc(=O)n5ccsc5n4)nc-2nn1-c1ccccc1)CCCCC3	i
C/C(=N\N=c1/sc2ccccc2n1C)c1ccccc1Br	i
S=c1[nH]c(-c2ccccc2)c(-c2ccccc2)n1CC1CCCO1 (stereo not drawn)	i
The list continues.
SMILES	PL biosyn Enam
CCN(CC)c1ccc(P2(=O)CC=C(C)C2)cc1 (stereo not drawn)	i
O=C(O)Cc1csc2nc(-c3cccs3)cn12	i
Cn1c2nc(=Nc3ccccc3)n3c(c2c(=O)n1-c1ccccc1)CCCCC3	i
O=C(Cn1c(=O)cnc2ccccc21)N(CC1CCCO1)C1CCS(=O)(=O)C1 (stereo not drawn)	i
CC(=O)c1cc(CCC(=O)O)oc1C	i
Cc1ccc2nc(Cn3cc(C(F)(F)F)cc(Cl)c3=O)cc(=O)n2c1	i
CS(=O)(=O)c1ccc2nc(NS(=O)(=O)c3ccc(Br)cc3)sc2c1	i
Oc1c(N=Nc2ccc3c(c2)OCO3)sc2ccccc12	i
Cc1nn(-c2ccccc2)c2c1P(=S)(Nc1ccccc1)/C(=C1/N(C)c3ccccc3C1(C)C)C=N2 (stereo not drawn)	i
C=CCSc1nnc(-c2sc3ccccc3c2Cl)o1	i
COc1ccc(Cc2nnc3n2N=C(C24CC5CC(CC(C5)C2)C4)CS3)cc1	i
Cc1ccc(-n2c(-c3ccccc3)c[n+]3c2CCc2ccccc2-3)c(C)c1	i
O=C(N/N=C/c1ccco1)C12CC3CC(CC(C3)C1)C2	i
c1ccc2c(c1)sc1[n+]2CCCS1	i
NC(=O)CC(N)=S	i
O=C(N=C1N=C2C=CC(I)=CN2Cc2ccccc21)c1ccc(Br)s1	i
Cc1cc(C(=O)CO/N=C/c2ccco2)c(C)n1C	i
Cc1cc(C(=O)Cn2cc(C(F)(F)F)cc(Cl)c2=O)c(C)n1C	i
CCOC(=O)c1[nH]c(COC(=O)Cn2cc(C(F)(F)F)ccc2=O)c(C(=O)OCC)c1C	i
O=[N+]([O-])c1ccc2c(c1)S(=O)(=O)N=C1CCCN12	i
O=S(=O)(Nc1nc2ccccc2nc1Sc1nc2ccccc2o1)c1ccccc1	i
CC(C)Cc1nc2sc3c(c2c(=O)o1)CCC3	i
